High-throughput results (PubChem BioAssay)
TNAP inh hiacc: blocks human TNAP under high phosphate acceptor concentration. P05186. purified TNAP, CDP-star luminescence, 1 M DEA. inhibition, % at 20 µM. 200,000 tested, 0.03% active. AID 1135;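 active = over 50% inhibition of tissue-nonspecific alkaline phosphatase at 20 µM in the single-dose screen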;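 note: plate controls were DMSO wells for no effect and EDTA-quenched wells as full inhibition for full effect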
Target sequence (P05186 whole entry, looked up): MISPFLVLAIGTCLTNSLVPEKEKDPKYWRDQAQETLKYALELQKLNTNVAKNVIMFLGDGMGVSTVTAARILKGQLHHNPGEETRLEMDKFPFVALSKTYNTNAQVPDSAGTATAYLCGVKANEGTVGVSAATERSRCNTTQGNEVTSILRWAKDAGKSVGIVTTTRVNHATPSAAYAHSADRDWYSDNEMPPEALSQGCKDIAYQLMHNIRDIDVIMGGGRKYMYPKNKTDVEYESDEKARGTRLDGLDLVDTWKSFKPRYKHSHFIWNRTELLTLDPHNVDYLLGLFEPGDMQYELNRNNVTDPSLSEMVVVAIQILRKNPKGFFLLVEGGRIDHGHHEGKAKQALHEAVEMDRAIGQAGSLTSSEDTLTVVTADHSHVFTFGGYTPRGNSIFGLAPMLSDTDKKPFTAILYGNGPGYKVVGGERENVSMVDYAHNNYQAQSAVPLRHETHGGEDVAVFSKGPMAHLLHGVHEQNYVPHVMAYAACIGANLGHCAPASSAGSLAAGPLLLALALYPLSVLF
bIAP activator: intestinal alkaline phosphatase (bovine) activation | activation factor at 20 µM | AID 1016 | purified bovine IAP, CDP-star luminescence, 30 min; hits give high values; fold of DMSO-control signal, blank-subtracted | 200,000 tested, 0.17% active;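 active = activation factor of 2 or more at 20 µM, a signal rise over negative controls twice the positive control's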
TNAP act hiacc: activators of human TNAP at high phosphate acceptor concentration; activation factor at 20 µM; 200,000 tested, under 10 active; purified TNAP, CDP-star luminescence, 1 M DEA, 30 min; hits give high values; 0 = EDTA background, 1 = DMSO-only activity; P05186;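 active = activation factor at least 2 at 20 µM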
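system = human TNAP | amount = enzyme diluted 1/800 final | reagent = 100 µM CDP-star substrate | signal = luminescent substrate turnover signal | dosing = one dose, 20 µM | benchmarks = EDTA negative control, DMSO positive control | measure = activation factor | timing = 30 min reaction, room temperature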
PMI act hi M6P: activators of human phosphomannose isomerase at near-saturating mannose 6-phosphate; P34949; coupled PMI enzyme assay, resazurin fluorescence, 20 min; hits give high values; 1 = untreated enzyme, 0 = substrate-free blank; activation factor at 20 µM; 190,000 tested, 0.34% active; AID 1216;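 active = activation factor of 2 or more at 20 µM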
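Technique: Diaphorase-driven resazurin-to-resorufin fluorescence, excitation 544, emission 590 nm | Assay system: Human PMI in coupled enzyme assay | Times: Enzyme reaction with compound 20 min at room temperature | Medium: HEPES-buffered pH 7.4 with magnesium and detergent | Reagent: Mannose-6-phosphate 1.0 mM (near-saturating) plus 0.22 mM NADP+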
FLuc act counter: firefly luciferase counter-screen for stimulation assays. P08659. ATPlite luciferase biochemical, luminescence, 10 min; 0 = ATP-free wells, 1 = DMSO control. activation factor at 10 µM. 200,000 tested, under 10 active;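 active = luciferase activation factor, scaled between plate controls, of at least 2 with compound at 10 µM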
Target sequence (P08659 whole entry, looked up): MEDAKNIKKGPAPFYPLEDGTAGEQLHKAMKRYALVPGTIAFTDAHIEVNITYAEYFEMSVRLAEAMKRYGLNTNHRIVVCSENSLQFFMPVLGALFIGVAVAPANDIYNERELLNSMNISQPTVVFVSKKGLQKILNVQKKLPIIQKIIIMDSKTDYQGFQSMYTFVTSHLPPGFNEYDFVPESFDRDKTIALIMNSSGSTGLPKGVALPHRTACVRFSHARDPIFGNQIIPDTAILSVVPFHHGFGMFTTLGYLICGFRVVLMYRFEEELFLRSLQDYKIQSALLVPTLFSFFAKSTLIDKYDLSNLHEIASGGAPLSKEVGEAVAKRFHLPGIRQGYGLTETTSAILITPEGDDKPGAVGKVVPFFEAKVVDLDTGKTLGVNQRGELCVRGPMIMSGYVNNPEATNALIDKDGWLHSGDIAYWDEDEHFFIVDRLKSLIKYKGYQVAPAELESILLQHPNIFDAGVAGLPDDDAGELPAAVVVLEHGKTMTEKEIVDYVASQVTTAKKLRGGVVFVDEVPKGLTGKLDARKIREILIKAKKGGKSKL
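test system = cell-free luciferase reagent | medium = PBS as buffer for the ATP substrate | dosing = test compounds dosed from 2 mM stocks in 100% DMSO | incubation = 10 min at ambient temperature | detection = luminescence measurement of luciferase light output | benchmarks = low control with PBS replacing ATP, high control enzyme plus ATP without compound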
TNAP inh no acc: inhibitors of human TNAP without phosphate acceptor. AID 1012. purified TNAP, CDP-star luminescence, 30 min. inhibition, % at 20 µM. 200,000 tested, 0.26% active. P05186;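 active = tissue-nonspecific alkaline phosphatase inhibition above about 50% at 20 µM in the single-dose screen, limit read from the data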;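 note: 0% = DMSO negative control and 100% = EDTA positive control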
NF-kB neuron act: NF-kB expression increase, human neuronal cells | 190,000 tested, 1.6% active | NF-kB reporter expression; hits give high values | fold change at 12.5 µM | AID 1239; in the data active = fold change above about 3.3
APP 5'UTR act: activates APP 5'UTR luciferase reporter; activation, % at 2 µM; SH-SY5Y APP 5'UTR luciferase reporter, luminescence; zero percent = DMSO vehicle wells; 190,000 tested, 1% active; AID 1276;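 active = activation above a set limit, based on mean plus 3 SD of controls, cut at about 140% in these data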; note: values of inactives mirror those of a sister screen read the other way
PMI act: increases human mannose-6-phosphate isomerase activity; P34949; purified human PMI, coupled resazurin fluorescence, 20 min; hits give high values; 1 = vehicle control, 0 substrate-free wells; activation factor at 20 µM; 190,000 tested, 0.005% active; AID 1214;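 active = activation factor of 2 or more at 20 µM, relative to plate controls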
FLuc inhib CS: inhibits firefly luciferase, flagging false hits in luciferase inhibition screens. P08659. ATPLite firefly luciferase biochemical luminescence, 10 min. inhibition, % at 10 µM. 200,000 tested, 1.5% active;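 active = inhibition above about 50% when tested at 10 µM, limit read from the data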
Starred values were filed as active, the others as inactive; . = not tested or not shown. The order is random. Share with any hit: about 3.6%.

SMILES	TNAP inh hiacc	bIAP activator	TNAP act hiacc	PMI act hi M6P	FLuc act counter	TNAP inh no acc	NF-kB neuron act	APP 5'UTR act	PMI act	FLuc inhib CS
O=C(O)c1ccccc1NSc1ccccc1[N+](=O)[O-]	0	1.1	1	1	1	4	1	-8	1.1	0
O=C(COC(=O)CCC(=O)c1cccs1)Nc1ccc(Cl)cn1	-3	0.9	1	1.2	1	-8	1.1	-11	1.3	0
COc1ccc(-n2cnnc2SC(C)c2nc3sc(C)c(C)c3c(=O)[nH]2)cc1 (stereo not drawn)	-4	1	1	1	1.1	-8	1	7	1.1	-8
O=C(Nc1ccccc1SCC1CSc2nc3ccccc3c(=O)n21)c1ccccc1Cl (stereo not drawn)	-7	1	1.1	1	1.1	0	1.1	1	0.9	-6
COc1cc2nc(CN3CCC(Cc4ccccc4)CC3)[nH]c(=O)c2cc1OC	-3	1.1	1	1.1	1	-21	1.3	-5	1.1	-2
CC1CC(C)(C)NC(=S)N1CCCC(=O)Nc1ccc(F)c(F)c1 (stereo not drawn)	-4	0.7	1	1.1	1.1	2	1.2	18	1	-8
C=CCN(CC=C)C(=O)CN1C(=O)c2ccccc2C1=O	0	0.9	1	1	1.1	-9	1.4	10	1	-5
CC(C)(C)NC(=O)Cn1c(SCC(=O)Nc2nccs2)nc2ccccc21	0	1	1	1	1.1	0	1.1	-6	1	-6
COc1cccc(NC(=O)c2cc(CN3C(=O)c4ccccc4C3=O)ccc2OC)c1	-7	1	1.1	1	1	-8	1.2	27	1	-5
CC(=O)c1cccc(NC(=O)CCOc2ccccc2)c1	-4	0.9	1	0.9	1.1	-10	2.1	9	0.9	-6
CN(C)NC(=S)NC(=O)C12CC3CC(CC(C3)C1)C2	-6	1.5	1.1	0.9	1	-9	1.1	5	0.8	-3
COc1ccc(OC)c(C(C)NC(=O)Nc2ccccc2)c1 (stereo not drawn)	-6	1	1.1	1	1.1	-14	1.3	15	0.9	-6
C/C(=C\C(=O)c1ccccc1)NNc1nc2ccccc2s1	1	1	1	1.1	1	-1	1.3	23	1	0
O=C1c2ccccc2C(=O)N1c1ccc(Cl)cn1	-14	1	1.1	0.9	1	-8	1.1	7	1	-2
CCn1c(-c2cccnc2Cl)nc2cc(Cl)c(Cl)cc21	0	1	1	0.9	1.1	-8	1.1	16	0.9	-6
COc1ccc(C(C(=O)NC2CCCCC2)N2CCC3(CC2)OCCO3)cc1 (stereo not drawn)	-6	1	1.1	1.1	1.1	-4	1.2	4	1	-7
COC(=O)C1=CN(CCOC23CC4CC(CC(C4)C2)C3)C=C(C(=O)OC)C1c1ccsc1	-10	1.2	1.1	1	1.1	-28	0.87	3	1	-6
O=C(COC(=O)/C=C/c1cccc(F)c1)Nc1ccccc1	-2	1	1	1.1	1.1	-7	0.93	0	1.1	-8
O=C(O)c1ccc(SCc2cnc(Cl)s2)cc1	-6	1	1.1	1	1.1	-11	0.99	8	1	-6
CCOP(=O)(OCC)c1nc(/C=C/c2ccccc2)oc1NCc1ccccc1	0	1	1	0.9	1	-4	0.61	-14	0.9	-4
CCOCCCn1cnc2c(c1=O)c1nc3ccccc3nc1n2-c1ccccc1	1	0.9	1	1	1.1	-9	0.54	-6	1	-8
CN(C)S(=O)(=O)c1ccc(Cl)c(NC(=O)COC(=O)CNC(=O)c2ccco2)c1	-3	0.9	1	1	1	-7	1.4	-1	1	-3
CCOC(=O)c1cn2nc(-c3ccc(OCC)cc3)cc2nc1C1CCN(C(=O)OC(C)(C)C)CC1	-4	0.9	1	0.9	1	-11	1.2	14	0.9	-4
Cc1c2c(nc3ccccc13)CC(C)(C)CC2=O	-6	1.1	1.1	1	1	-10	1.1	-9	1.1	-5
O=S(=O)(c1cccc2cccnc12)n1cnc2ccccc21	-4	0.8	1	1	1.1	2	0.88	23	0.9	-11
O=S(=O)(c1cccc2cccnc12)N1CCN(Cc2ccccc2)CC1	-7	0.9	1.1	1.1	1.1	-7	0.98	-10	1	-12
O=C(Cc1cccs1)NC1(C(=O)NC2CCCC2)CCCCC1	-1	1	1	1	1	-18	1	8	1	-5
CC(=O)c1cc2c(cc1NS(=O)(=O)c1ccc3c(c1)OCCO3)OCO2	-5	1	1	1	1.1	-13	0.91	-1	0.9	-6
Cc1c2c(n3c(nc4ccccc43)c1C#N)N(CCN1CCOCC1)CC2	-5	1.5	1	.	1	-33	0.96	-17	.	1
O=C(CSc1nnnn1-c1cccc2ccccc12)Nc1ccc(N2CCOCC2)c(Cl)c1	-5	0.9	1	1	1	-11	0.89	5	1	-4
CC(Sc1nnnn1C1CCCCC1)C(=O)O (stereo not drawn)	-3	1.1	1	.	1.1	-7	1.1	8	.	-6
CCOc1ccc(C(=O)NCC2CCCO2)cc1 (stereo not drawn)	-7	1	1.1	0.9	1	-12	1.8	50	0.9	1
N#Cc1c(-c2ccccc2)ccn(Cc2ccccc2Cl)c1=O	-4	1	1	1.1	1.1	1	1.4	9	1.1	-5
Clc1ccc(Cn2nnc(-c3ccccc3)n2)cc1	-4	0.9	1	1	1.1	-9	1.7	5	1	-6
Brc1ccc(-c2nnc(SCCC3OCCCO3)o2)cc1	-6	1	1.1	1	1	-12	1.8	35	1	1
C=CCn1c(N2CCN(c3ccc(OC)cc3)CC2)nc2c1c(=O)n(C)c(=O)n2C	0	1.1	1	0.9	1	-2	0.99	-13	1	4
COc1cc(SC)ccc1C(=O)Nc1ccc(Cl)cn1	-8	0.8	1.1	1	0.1	-14	1.4	148*	0.9	94*
Cc1cc(NC(=O)c2ccc(COc3ccccc3Cl)o2)no1	0	1	1	1.2	1	-9	1.2	17	1.1	-4
CCOc1ccc(C(CC(=O)O)NS(=O)(=O)c2ccc(C)cc2)cc1OC (stereo not drawn)	0	1	1	1	1	12	1.4	13	1.1	-5
CC(=O)Nc1ccc(Oc2cc(C#N)c(C#N)cc2N2CCCCCC2)cc1	-5	1.2	1.1	0.9	1	-10	1.2	-24	0.9	-3
CCOC(=O)c1csc(-n2nc(C)cc2C(F)(F)F)n1	-5	1	1.1	1	1.1	-18	1.1	-7	1	-6
Cc1cccc(OC(C)C(=O)NCc2ccc(S(N)(=O)=O)cc2)c1 (stereo not drawn)	-2	1	1	1	1.1	0	0.96	-17	1	-9
COc1ccccc1Nc1nc(-c2sc(NC(=O)c3cccc(Cl)c3)nc2C)cs1	-4	0.9	1	1	1.1	-9	1.6	11	0.9	-6
COc1cccc(-c2nc(N3CCC(C)CC3)c3ccccc3n2)c1O	-2	1	1	0.8	1	-3	0.88	-7	0.8	-1
N#Cc1nc(-c2ccccc2)oc1NCCCn1ccnc1	-6	1	1.1	0.9	1	0	1.3	-5	0.9	4
Cc1ccnc(N/N=C/c2ccccc2)n1	2	1.1	1	1	0.5	-6	2.5	83	1	51*
CCc1ccc(OCC(=O)OCC(=O)c2ccc3c(c2)NC(=O)CO3)cc1	1	1	1	0.9	1	-15	0.98	-11	0.9	-2
COc1ccc(Cl)cc1NC(=S)Nc1ccc(Cl)cn1	-2	0.8	1	1.1	1	-6	0.96	29	1	-1
Cc1cc2c(C)cc(=O)oc2c2c1NCCC2	-12	1.2	1.1	0.9	1	-29	1.2	-1	0.7	-3
Cc1ccc(CN(C(=O)c2cc3ccccc3oc2=O)C2CCS(=O)(=O)C2)cc1 (stereo not drawn)	-9	0.9	1.1	0.9	1	-12	2	31	0.9	-4
COc1ccc(C2CC3(CC(C)(C)NC(=S)N3)Oc3cc(O)cc(C)c32)cc1 (stereo not drawn)	8	0.2	0.9	0.9	1	3	0.99	10	0.9	-1
Cc1cc(C)cc(NC(=S)NCc2cccn2C)c1	2	0.9	1	1	1	-2	1	10	1	-1
CCC1CCCCN1c1ccc([N+](=O)[O-])cc1/C=N/NC(=O)Cn1c2ccccc2c(=O)c2ccccc21 (stereo not drawn)	3	0.8	1	1.1	1	2	1.1	4	1.1	0
O=C1CC(/C=C/c2ccco2)=Nc2ccccc2N1	-2	1	1	1	1.1	-10	0.9	11	0.9	-6
Cn1c(C(C#N)/C(=N\S(=O)(=O)c2cccs2)c2ccccc2)nc2ccccc21 (stereo not drawn)	-4	1.1	1	1	1.1	3	1.3	3	1	-8
C=CCN1C(=O)/C(=C2/Sc3ccc(OC)cc3N2C)SC1=Nc1ccc(OC)cc1	3	1	1	0.8	1	-10	1.4	22	1	1
OC12CCCCC1C(c1ccc3c(c1)OCO3)N(Cc1cccc(F)c1)CC2 (stereo not drawn)	-8	1	1.1	0.9	1.1	-8	1	-2	0.9	-6
Cc1ccc(Cn2nnc3c(=O)n(Cc4ccccc4C)cnc32)cc1	-1	0.9	1	1	1	-14	1.1	-5	1	-3
COc1ccc(-c2csc(=Nc3ccccc3)n2CCO)cc1	-5	2*	1.1	1.1	1	-6	1.6	17	1	-4
CC(=O)N1CCN(c2ccc(NC(=O)c3ccc(C(C)(C)C)cc3)cc2)CC1	7	1.1	0.9	1	1	-4	0.33	10	0.9	2

Record cards, from the list above. Order of values: TNAP inh hiacc	bIAP activator	TNAP act hiacc	PMI act hi M6P	FLuc act counter	TNAP inh no acc	NF-kB neuron act	APP 5'UTR act	PMI act	FLuc inhib CS
COc1ccc(Cl)cc1NC(=S)Nc1ccc(Cl)cn1 is entered as -2	0.8	1	1.1	1	-6	0.96	29	1	-1
O=C1CC(/C=C/c2ccco2)=Nc2ccccc2N1 is entered as -2	1	1	1	1.1	-10	0.9	11	0.9	-6
Cc1ccnc(N/N=C/c2ccccc2)n1 is entered as 2	1.1	1	1	0.5	-6	2.5	83	1	51*
COc1ccc(-c2csc(=Nc3ccccc3)n2CCO)cc1 is entered as -5	2*	1.1	1.1	1	-6	1.6	17	1	-4

Continued:
SMILES	TNAP inh hiacc	bIAP activator	TNAP act hiacc	PMI act hi M6P	FLuc act counter	TNAP inh no acc	NF-kB neuron act	APP 5'UTR act	PMI act	FLuc inhib CS
CN(CCCNC(=O)C1CCC(=O)N1Cc1ccc(F)cc1)c1ccccc1 (stereo not drawn)	-7	1	1.1	1	1.1	-17	1	3	1	-7
O=C(C1CCN(S(=O)(=O)c2cccc3cccnc23)CC1)N1CCN(c2ccccc2)CC1	0	1	1	0.9	1	-2	0.67	1	0.9	-4
O=C(c1ccc(Cl)s1)N1CCOCC1	0	0.9	1	1	1.1	-10	1.1	3	1	-5
O=C1CC(c2ccccc2Cl)Cc2c1cnn2-c1nc2ccccc2s1 (stereo not drawn)	2	1	1	0.9	1	-4	0.95	-2	0.8	-2

An excerpt taken from the entries so far, for reference:
SMILES	TNAP inh hiacc	bIAP activator	TNAP act hiacc	PMI act hi M6P	FLuc act counter	TNAP inh no acc	NF-kB neuron act	APP 5'UTR act	PMI act	FLuc inhib CS
O=C(c1ccc(Cl)s1)N1CCOCC1	0	0.9	1	1	1.1	-10	1.1	3	1	-5
O=C1CC(c2ccccc2Cl)Cc2c1cnn2-c1nc2ccccc2s1 (stereo not drawn)	2	1	1	0.9	1	-4	0.95	-2	0.8	-2
